From PubChem BioAssay
SENP6 inh: blocks the human protease SENP6; Q9GZR1; Recombinant SENP6 catalytic domain, aminoluciferin luminescence; inhibition, % at 10 µM; 1.8% of 330,000 active; AID 2599;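 active means inhibition above about 50% at the single tested dose, limit read from the data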;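 further: plate controls were DMSO wells with enzyme for no effect and DMSO wells lacking enzyme for full effect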
Target sequence (Q9GZR1 628-1112 limits assumed): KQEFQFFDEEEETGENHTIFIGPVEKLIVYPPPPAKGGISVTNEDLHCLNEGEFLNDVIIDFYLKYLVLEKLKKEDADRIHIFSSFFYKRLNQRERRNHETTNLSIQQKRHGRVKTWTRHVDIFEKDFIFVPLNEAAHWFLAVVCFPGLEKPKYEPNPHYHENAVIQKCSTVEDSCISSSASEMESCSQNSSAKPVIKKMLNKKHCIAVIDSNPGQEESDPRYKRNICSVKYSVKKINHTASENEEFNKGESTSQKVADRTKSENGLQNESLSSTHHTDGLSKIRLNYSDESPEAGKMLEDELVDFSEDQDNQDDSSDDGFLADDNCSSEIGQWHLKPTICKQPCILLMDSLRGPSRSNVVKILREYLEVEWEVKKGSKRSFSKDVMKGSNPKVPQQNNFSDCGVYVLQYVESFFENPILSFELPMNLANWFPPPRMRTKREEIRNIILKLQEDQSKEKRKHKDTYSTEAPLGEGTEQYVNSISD
Apaf1 inhib: human Apaf-1 inhibition. reconstituted apoptosome caspase-3 activity, DEVD-Rh110 fluorescence. inhibition, % at 20 µM. 0.71% of 330,000 active; active means inhibition of at least 40% at 20 µM;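 further: plate controls were DMSO wells for no effect and DEVD-CHO caspase inhibitor wells for full effect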
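Material: reconstituted apoptosome with Apaf-1, cytochrome c, caspase-9, procaspase-3, dATP / Buffer or medium: pH 7.5 Hepes buffer with CHAPS, BSA, DTT / Also added: cytochrome c with DEVD-Rh110 / Schedule: compound with Apaf-1, dATP, procaspase-3 30 min, then 50 min reaction, room temperature / Technique: rhodamine 110 fluorescence at Ex 480/Em 540 nm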
SENP1 inh: inhibitors of human SENP1 SUMO protease catalytic domain; 0.21% of 360,000 active; recombinant SENP1 catalytic domain, CyPet-SUMO1-YPet FRET cleavage; inhibition, % at 10 µM; Q9P0U3;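 active means inhibition at least 30% at 10 µM, raw YFP signal under a set limit, fluorescence ratio 0.5 to 1.5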;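 further: 0% = enzyme with DMSO and 100% = no enzyme wells; some results filed as inactive read as strong as hits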
Target sequence (Q9P0U3 419-644 limits assumed): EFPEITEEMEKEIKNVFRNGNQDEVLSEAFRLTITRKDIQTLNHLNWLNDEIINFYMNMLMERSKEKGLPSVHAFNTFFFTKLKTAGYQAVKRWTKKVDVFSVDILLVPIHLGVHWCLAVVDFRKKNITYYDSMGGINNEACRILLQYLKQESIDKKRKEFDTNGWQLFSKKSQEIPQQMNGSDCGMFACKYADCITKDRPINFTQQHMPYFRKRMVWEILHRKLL
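material = recombinant human SENP1 catalytic domain, His6-tagged | quantity = 20 pM enzyme | reagent = 25 nM SUMO1 FRET substrate | compound dosing = 10 µM single point, 0.5% DMSO | timing = 50 min enzyme reaction, room temperature, light-protected | detection = FRET, CFP and YFP emission | control set = no-enzyme low, enzyme-DMSO high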
HKDC1 inhibitor: inhibitors of human hexokinase HKDC1; Q2TB90; recombinant HKDC1, G6PDH/diaphorase resazurin coupled fluorescence; inhibition, % at 20 µM; 0.16% of 340,000 active; AID 493160;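 active means inhibition above about 35% when tested at 20 µM, limit read from the data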;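 further: plate controls were DMSO wells with enzyme for no effect and DMSO wells lacking enzyme for full effect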
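Material – in-house recombinant HK5 (HKDC1) enzyme · Quantity – HKDC1 at 5 µg/mL · Buffer or medium – pH 8.0 Tris buffer with 10 mM MgCl2 · Reagent – glucose with 1 mM ATP · Dosing – single 20 µM dose · Times – reaction time 90 min, room temperature, protected from light · Technique – resorufin fluorescence at 613 nm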
PfG6PD inh: PfG6PD (Plasmodium falciparum) enzyme inhibition | PfGluPho enzyme, NADPH resazurin-diaphorase fluorescence | inhibition, % at 20 µM | 0.78% of 350,000 active | AID 504690;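 active means inhibition reaching at least a set limit at 20 µM in the primary screen, cut at about 59% in these data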;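 further: 0% = DMSO wells with substrate and 100% = DMSO wells lacking glucose-6-phosphate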
SENP8 block-1: SENP8 protease inhibition. Q96LD8. purified SENP8, Z-RLRGG-aminoluciferin cleavage, luminescence. inhibition, % at 10 µM. 1.2% of 330,000 active. AID 2540; in the data active means inhibition above about 50%
Target sequence (Q96LD8 whole entry, looked up): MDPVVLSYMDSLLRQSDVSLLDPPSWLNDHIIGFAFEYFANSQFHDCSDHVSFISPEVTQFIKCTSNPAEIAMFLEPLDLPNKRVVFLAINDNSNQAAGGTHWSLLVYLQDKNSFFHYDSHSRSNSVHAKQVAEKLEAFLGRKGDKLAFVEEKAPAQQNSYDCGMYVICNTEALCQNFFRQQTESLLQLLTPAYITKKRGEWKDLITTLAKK
NLRP3 yeast inh: blocks the NALP3 inflammasome reconstituted in yeast | Yeast reconstituted NLRP3/ASC/caspase-1, beta-gal luminescence, 24 h | inhibition, % at 10 µM | 0.39% of 330,000 active | AID 2825;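 active means inhibition of 50% or more; inactive means inhibition below 50%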;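 further: plate controls were induced DMSO wells for no effect and uninduced yeast grown without galactose for full effect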
SENP7 inh: blocks the human protease SENP7; AID 434973; inhibition, % at 5 µM; Q9BQF6; recombinant SENP7, Z-RLRGG-aminoluciferin luminescence, 40 min; 1.5% of 330,000 active;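 active means inhibition above about 50% at the single test dose, limit read from the data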;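 further: plate controls were DMSO with enzyme for no effect and no enzyme buffer wells for full effect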
SENP8 block-2: SENP8 (human) protease inhibition; Q96LD8; recombinant SENP8, Nedd8 substrate fluorescence; inhibition, % at 20 µM; 0.64% of 360,000 active; AID 602440; in the data active means inhibition mostly above about 40%, no sharp cut-off; inactive means mostly below about 27%
An asterisk follows results filed as active; i = inactive; . = no result given. Hits appear at their usual frequency (roughly 4.1% active in at least one column).

Preview:
SMILES	SENP6 inh	Apaf1 inhib	SENP1 inh	HKDC1 inhibitor	PfG6PD inh	SENP8 block-1	NLRP3 yeast inh	SENP7 inh	SENP8 block-2
CCOc1ccc(C(=O)NCC(C)CN(C)C)cc1OCC (stereo unspecified)	0	13	2	-3	-14	5	11	-1	16
COc1ccc(OC)c(-n2c(SCC(=O)N3CCc4ccccc43)nc3c(c2=O)SCC3)c1	9	11	0	0	11	11	8	1	6
c1ccc(-c2nnc(-c3ccccc3)o2)cc1	87*	-5	2	2	-6	79*	33	92*	12
CC1=CCC[C@@H]2[C@@](C)(CC/C(C)=C/C(=O)O)[C@H](C)CC[C@@]12C	7	8	-1	10	-32	3	46	-5	3
Cc1ccc(S(=O)(=O)N2CCN(S(C)(=O)=O)CC2)cc1	6	-21	3	-7	-22	-1	6	0	10
Cc1c(NC(=O)Nc2cc(Cl)ccc2Cl)c(=O)n(-c2ccccc2)n1C	-17	6	2	-5	-3	-2	9	10	13
COc1ccc2cc3cc(C(=O)NCCN4CCN(c5ccccc5F)CC4)oc3nc2c1	-14	18	-1	4	19	-7	53*	-1	i
CCOC(=O)c1sc(C)c2c1NC1(CCCCCC1)NC2=O	-12	7	0	0	-10	-3	30	-8	-424
COc1ccc(-c2cc3nc(C)cc(C)n3n2)cc1	44	4	1	-1	61*	9	25	27	-274
CCN(CC)C(=O)CSc1nc2c(sc(=S)n2-c2ccccc2)c(=O)[nH]1	-19	3	1	12	-10	1	-4	-6	11
CC(=O)N[C@@H](Cc1c[nH]c2ccccc12)C(=O)OCC(=O)Nc1cc(C)on1	.	.	5	-5	-9	.	.	.	7
O=S(=O)(c1ccc(OC(F)(F)F)cc1)N1CCC(O)(c2cccc(C(F)(F)F)c2)CC1	-19	25	1	3	18	-1	17	0	12
CC(=O)Nc1ccc(NC(=O)C2CCCCC2C(=O)O)cc1 (stereo unspecified)	-3	-5	2	12	-14	-4	-14	7	9
CCOc1ccc(CCNC(=O)COC(=O)COc2ccc(Cl)cc2)cc1OCC	-8	16	6	-1	-3	2	20	0	8
CCOCc1cc(C2NC(=O)NC(C)=C2C(=O)OCC)ccc1OC (stereo unspecified)	-17	4	-3	-4	-10	-2	2	2	3
O=C1NC(SCCCF)=N/C1=C/c1ccc(-n2cncn2)cc1	-18	-4	-36	0	-1	0	6	-1	-450

The whole of this part, repeating the preview:
SMILES	SENP6 inh	Apaf1 inhib	SENP1 inh	HKDC1 inhibitor	PfG6PD inh	SENP8 block-1	NLRP3 yeast inh	SENP7 inh	SENP8 block-2
CCOc1ccc(C(=O)NCC(C)CN(C)C)cc1OCC (stereo unspecified)	0	13	2	-3	-14	5	11	-1	16
COc1ccc(OC)c(-n2c(SCC(=O)N3CCc4ccccc43)nc3c(c2=O)SCC3)c1	9	11	0	0	11	11	8	1	6
c1ccc(-c2nnc(-c3ccccc3)o2)cc1	87*	-5	2	2	-6	79*	33	92*	12
CC1=CCC[C@@H]2[C@@](C)(CC/C(C)=C/C(=O)O)[C@H](C)CC[C@@]12C	7	8	-1	10	-32	3	46	-5	3
Cc1ccc(S(=O)(=O)N2CCN(S(C)(=O)=O)CC2)cc1	6	-21	3	-7	-22	-1	6	0	10
Cc1c(NC(=O)Nc2cc(Cl)ccc2Cl)c(=O)n(-c2ccccc2)n1C	-17	6	2	-5	-3	-2	9	10	13
COc1ccc2cc3cc(C(=O)NCCN4CCN(c5ccccc5F)CC4)oc3nc2c1	-14	18	-1	4	19	-7	53*	-1	i
CCOC(=O)c1sc(C)c2c1NC1(CCCCCC1)NC2=O	-12	7	0	0	-10	-3	30	-8	-424
COc1ccc(-c2cc3nc(C)cc(C)n3n2)cc1	44	4	1	-1	61*	9	25	27	-274
CCN(CC)C(=O)CSc1nc2c(sc(=S)n2-c2ccccc2)c(=O)[nH]1	-19	3	1	12	-10	1	-4	-6	11
CC(=O)N[C@@H](Cc1c[nH]c2ccccc12)C(=O)OCC(=O)Nc1cc(C)on1	.	.	5	-5	-9	.	.	.	7
O=S(=O)(c1ccc(OC(F)(F)F)cc1)N1CCC(O)(c2cccc(C(F)(F)F)c2)CC1	-19	25	1	3	18	-1	17	0	12
CC(=O)Nc1ccc(NC(=O)C2CCCCC2C(=O)O)cc1 (stereo unspecified)	-3	-5	2	12	-14	-4	-14	7	9
CCOc1ccc(CCNC(=O)COC(=O)COc2ccc(Cl)cc2)cc1OCC	-8	16	6	-1	-3	2	20	0	8
CCOCc1cc(C2NC(=O)NC(C)=C2C(=O)OCC)ccc1OC (stereo unspecified)	-17	4	-3	-4	-10	-2	2	2	3
O=C1NC(SCCCF)=N/C1=C/c1ccc(-n2cncn2)cc1	-18	-4	-36	0	-1	0	6	-1	-450
Cc1ccc(C)c(S(=O)(=O)NC(CCC(N)=O)C(=O)O)c1 (stereo unspecified)	-31	-4	-1	-1	1	-3	-3	2	18
Cc1nc(/C=[N+](\[O-])C(C)(C)/C=N/O)n(O)c1C	19	-4	1	-2	5	2	20	2	7
CC(NC(=O)COC(=O)CCc1ccc(S(=O)(=O)N2CCOCC2)cc1)C1CC2CCC1C2 (stereo unspecified)	-1	3	1	-1	-9	-2	17	4	2
N/C(=N\c1nc2c(c(=O)[nH]1)CCC2)Nc1ccccc1	-3	-5	1	-5	12	6	16	-2	9
CCOc1ccc(CN2CCCC(N3CCN(c4ccc(OC)cc4)CC3)C2)cc1 (stereo unspecified)	-17	-1	-2	-10	0	2	23	5	14
COC(=O)c1[nH]c2cc(OC)c(OC)cc2c1NC(=O)c1cccc(OC)c1	12	-2	-6	3	7	-8	10	8	-40
COc1ccc(N2CCN(c3ccc(Cl)nn3)CC2)cc1	-15	-2	1	-5	0	3	4	-9	8
COc1ccc(C(=O)OCC(=O)N2CCOCC2)cc1S(=O)(=O)N1CCOCC1	16	-16	0	0	5	10	15	4	11
C/C(N)=C(/C#N)C(=O)COC(=O)c1cc(-c2ccccc2)nc2ccc(Br)cc12	15	-28	.	.	.	0	-13	4	.
Other entries.
SMILES	SENP6 inh	Apaf1 inhib	SENP1 inh	HKDC1 inhibitor	PfG6PD inh	SENP8 block-1	NLRP3 yeast inh	SENP7 inh	SENP8 block-2
O=S(=O)(c1ccc(Cl)cc1)N1CCC(O)(c2cccnc2)CC1	-15	-25	3	-7	0	-7	6	-5	11
COc1cccc(CNC(=O)c2ccc(C)c(S(=O)(=O)N3CCOCC3)c2)c1	-6	0	3	-5	9	8	6	-3	9
Nc1cc(=O)[nH]c(SCc2nnc(-c3ccccc3)o2)n1	17	-4	-5	1	17	7	20	7	-2
COc1ccc(C(=O)OCC(=O)c2cc(OC)ccc2OC)c(OC)c1	-6	17	0	2	30	-13	32	-4	-302
CCC(=O)NC1=C(Cl)C(=O)C(NC(=O)CC)=C(Cl)C1=O	23	71*	1	23	114*	-13	-5	-5	50*
Cc1c(NS(=O)(=O)c2ccc(Cl)c(C(=O)OC(C)C(=O)N3CCOCC3)c2)c(=O)n(-c2ccccc2)n1C (stereo unspecified)	11	-9	2	13	-20	1	2	5	5
O=C(Nc1cccnc1)c1ccc(S(=O)(=O)N2CCCCCC2)cc1	10	8	-1	4	0	-4	10	-5	8
Cc1nc(Cc2nnc(SC(C)C(=O)N3c4ccccc4NC(=O)C3(C)C)o2)cs1 (stereo unspecified)	.	.	2	-4	8	.	.	.	11
COc1ccc(/C=C/C(=O)Nc2ccccc2C(F)(F)F)cc1	-9	-3	-1	13	-12	-15	1	21	4
S=C(Nc1cccc(Cl)c1Cl)NC1CCN(Cc2ccccc2)CC1	-7	8	0	-5	6	-2	12	12	-3
CCCCNc1ccc(S(N)(=O)=O)cc1[N+](=O)[O-]	-14	-3	.	.	.	-4	-3	-4	.
O=C(c1ccco1)N1CCN(C(=O)c2sccc2-c2ccccc2)CC1	-4	-9	1	5	5	3	-11	2	1
COc1ccc(C/C(O)=C(\C#N)c2nc3ccccc3[nH]2)cc1OC	-12	-6	-19	-6	-24	-3	22	3	-21
Cc1c(C(=O)N2CCN(C(=O)c3ccccc3)CC2)oc2ccc(F)cc12	1	-1	-2	-3	8	-2	8	-2	-6
CC1CCCN(CCOCCOc2ccccc2-c2ccccc2)C1 (stereo unspecified)	2	7	0	11	-19	-7	14	-6	30
Cc1nc2ccccc2n1C1CCN(CC(=O)Nc2ccccc2Br)CC1	2	2	3	4	-1	-1	2	-2	4
CC(C)c1ccc(/C=C2\SC(=O)N(CC(=O)NC3C=CS(=O)(=O)C3)C2=O)cc1 (stereo unspecified)	1	3	2	3	-10	-32	6	7	11
CN1CCN(c2nc(-c3ccccc3)nc3c2oc2ccccc23)CC1	-21	9	-4	-3	-7	-1	21	3	-17
CCN(CC)CCN1C(=O)c2oc3ccccc3c(=O)c2C1c1ccc(F)cc1 (stereo unspecified)	-9	0	0	-14	1	-1	3	8	-3
COc1cccc(O)c1CN1CCC(C(=O)Nc2ccc(Oc3cccnc3)cc2)CC1	0	16	-1	1	-5	-10	21	-1	4
O=C(O)c1cccc2c1C(=O)N(c1ccc3c(c1)Cc1ccccc1-3)C2=O	.	.	2	-5	-29	.	.	.	25
Cc1ccc2sc(N(CCCN(C)C)C(=O)c3ccc(Br)s3)nc2c1C	11	-15	2	2	31	2	27	0	1
O=c1[nH]c2ccc(S(=O)(=O)NCCO)cc2[nH]1	3	-5	5	3	-2	5	8	5	15
CC[C@]12c3[nH]c4ccccc4c3CCN1C(=O)C(CC(=O)NCc1ccco1)C[C@@H]2C(=O)N1CCN(C(=O)c2ccco2)CC1 (stereo partly specified)	-14	-5	1	-6	5	-8	14	-8	5
Cc1cccc(NC(=O)c2ccc3nc(N4CCOCC4)sc3c2)c1C	-9	4	0	0	-11	-1	14	-3	12
(listing goes on)
SMILES	SENP6 inh	Apaf1 inhib	SENP1 inh	HKDC1 inhibitor	PfG6PD inh	SENP8 block-1	NLRP3 yeast inh	SENP7 inh	SENP8 block-2
CCc1[nH]nc2c1C1(CCOC1C)C(C#N)=C(N)O2 (stereo unspecified)	-1	9	4	-3	4	-1	-4	-11	18
COC(=O)C1=C(C)NC=C([N+](=O)[O-])C1c1ccc(OC)cc1 (stereo unspecified)	13	-4	-13	-8	6	-13	16	-11	2
CCC1NC(=S)NC(C)=C1C(=O)c1ccccc1 (stereo unspecified)	-8	0	2	10	-5	0	4	5	-1
O=C(CSc1ncccn1)NN=C1CCCCCCC1	-9	-4	2	-1	-8	-1	-9	-3	25
O=C(CC12CC3CC(CC(C3)C1)C2)NCc1ccc(F)cc1	10	-7	3	-1	8	14	33	4	14
Cc1ccc(S(=O)(=O)Nc2ccccc2CNc2ncc(Br)cc2Br)cc1	-8	0	0	5	6	-2	-1	-3	11
